Assay outcomes from PubChem BioAssay.
BRCA1 expr act: qHTS Assay to Identify Small Molecule Activators of BRCA1 Expression. MCF7-BRCA1-FFLuc reporter, luminescence, 48 h; response scale: scaled: vehicle 0%, 10 µM genistein 100%. Potency, µM (titrated, usually from 46.1 µM), for inactives: at the highest dose activation, actives largely listed as activators. actives 1.1% (n = 380,000). AID 624202, 2012; further: potency means the concentration at half of the fitted maximal effect; nearly all actives have a fitted effect of over 80% in size; some results filed as inactive show a strong effect at the top dose
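MCF7-BRCA1-FFLuc cells, 2000/well in phenol-red-free MEM, attached 2 h then treated 48 h at 37 C. Luciferase luminescence read 15 min after reagent; normalized to genistein maximum activation (10microM) and DMSO, concentration-response fitted.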
RORgamma inh: qHTS for inhibitors of ROR gamma transcriptional activity | Nuclear receptor ROR-gamma (Mus musculus), P51450 | Drosophila S2 Gal4-RORgamma UAS-luciferase reporter, 20 h | Potency, µM (titrated, usually from 53.6 µM), for the others: at the top dose activity change, negative = inhibition, actives largely listed as inhibitors | actives 5.4% (n = 310,000); further: potency means the concentration at half of the fitted maximal effect; on the % scale 0 is the no-effect control and ±100 the full control effect; nearly all actives have a fitted effect of over 60% in size
Target sequence (P51450 whole entry, looked up, the tested form may be a part): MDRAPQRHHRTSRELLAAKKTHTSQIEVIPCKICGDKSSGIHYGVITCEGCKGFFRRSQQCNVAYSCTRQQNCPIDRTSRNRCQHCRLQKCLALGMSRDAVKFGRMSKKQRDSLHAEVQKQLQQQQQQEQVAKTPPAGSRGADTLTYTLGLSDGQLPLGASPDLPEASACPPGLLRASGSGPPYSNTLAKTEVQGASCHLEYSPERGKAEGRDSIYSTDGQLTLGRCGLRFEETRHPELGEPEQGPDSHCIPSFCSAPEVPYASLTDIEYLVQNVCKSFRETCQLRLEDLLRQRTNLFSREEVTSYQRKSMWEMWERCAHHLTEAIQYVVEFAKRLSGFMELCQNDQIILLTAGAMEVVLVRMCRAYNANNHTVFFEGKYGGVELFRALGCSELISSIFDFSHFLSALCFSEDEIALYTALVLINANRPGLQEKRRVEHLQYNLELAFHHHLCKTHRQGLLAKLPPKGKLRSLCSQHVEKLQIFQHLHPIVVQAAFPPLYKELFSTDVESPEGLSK
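Drosophila S2 cells stably expressing Gal4-DBD/mouse RORγ fusion under metallothionein promoter plus UAS-luciferase; compound 1 h, then 700 uM CuSO4 induction for 20 h at ambient temperature; inhibition read as reduced luminescence.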
p53 reactivation: qHTS assay for re-activators of p53 using a Luc reporter. H1299 p53-A138V BP100-luciferase reporter, luminescence, 24 h. Potency, µM (top dose mostly 92.2 µM), for the others: at the highest dose activity change, positive = activation, actives largely listed as activators. actives 0.063% (n = 320,000). AID 504706, 2011; further: potency means the concentration at half of the fitted maximal effect; % of control where 0% means no effect; nearly all actives have a fitted effect of over 45% in size
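H1299 (p53-null), stable ts p53-A138V + BP100-Luc; 1000 cells/well, Opti-MEM/10% FBS; cpd 4 pt, 1:5; 24 h, 37 deg C, 5% CO2; detection reagent 10 min RT; luminescence.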
FLuc counter: qHTS profiling assay for firefly luciferase inhibitor/activator using purifed enzyme and Km concentrations of substrates (counterscreen for miR-21 project) | purified FLuc, Km substrates, luminescence inhibition | Potency, µM (top dose mostly 57.5 µM), inactives show top-dose activity change, negative = inhibition, most hits filed as inhibitors | AID 588342, 2011 | actives 6.9% (n = 360,000);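 further: potency means the concentration at half of the fitted maximal effect; plate controls were vehicle for no effect and reference inhibitor for full effect; nearly all actives have a fitted effect of over 55% in size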
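Purified P. pyralis luciferase (10nM final) with 10uM D-luciferin and 10uM ATP (Km levels) in 50mM Tris acetate pH 7.5, 10mM Mg acetate, 0.01% Tween-20, 0.05% BSA; qHTS 6-point titration, ~60 µM downward; luminescence read.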
Rab9 promoter act: qHTS Assay for Rab9 Promoter Activators | Huh7 Rab9 promoter-luciferase reporter, luminescence, 24 h | Potency, µM (titrated, usually from 9.22 µM), for inactives: at the highest dose activation, negative = inhibition, most hits filed as activators | actives 2.8% (n = 320,000) | AID 485297, 2010; further: potency means the concentration at half of the fitted maximal effect; % of control where 0% means no effect; nearly all actives have a fitted effect of over 60% in size
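Quantitative HTS format; Huh7 Rab9-luciferase reporter cells (1500/well) receive compound 2 h post-plating, incubate 24 h at 37 °C, then get luciferase reagent for 10 min before luminescence reading.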
Menin MLL FP TR: qHTS Assay for Inhibitors Targeting the Menin-MLL Interaction in MLL Related Leukemias: Competition With Texas Red Labeled MLL-derived Mutant Peptide | Menin + Texas Red MLL mutant peptide, fluorescence polarization | Potency, µM (titrated, usually from 61.6 µM), without a hit: at the highest dose FP activity change, negative = inhibition, most hits filed as inhibitors | actives 0.23% (n = 270,000) | AID 1768, 2009; active means well fitted inhibition curve with a large enough effect in the polarisation, with a control signal flat, not every such curve was filed as active; inconclusive means small, poorly fitted or top-dose-only effect, or effect the other way, or a change in a side signal; inactive means no such curve, though single readings can be large or run the other way; the % refers to the polarisation; further: potency means the concentration at half of the fitted maximal effect; % of control where 0% means no effect; many of its hits are not listed in these tables
Target sequence (O00255 whole entry, looked up): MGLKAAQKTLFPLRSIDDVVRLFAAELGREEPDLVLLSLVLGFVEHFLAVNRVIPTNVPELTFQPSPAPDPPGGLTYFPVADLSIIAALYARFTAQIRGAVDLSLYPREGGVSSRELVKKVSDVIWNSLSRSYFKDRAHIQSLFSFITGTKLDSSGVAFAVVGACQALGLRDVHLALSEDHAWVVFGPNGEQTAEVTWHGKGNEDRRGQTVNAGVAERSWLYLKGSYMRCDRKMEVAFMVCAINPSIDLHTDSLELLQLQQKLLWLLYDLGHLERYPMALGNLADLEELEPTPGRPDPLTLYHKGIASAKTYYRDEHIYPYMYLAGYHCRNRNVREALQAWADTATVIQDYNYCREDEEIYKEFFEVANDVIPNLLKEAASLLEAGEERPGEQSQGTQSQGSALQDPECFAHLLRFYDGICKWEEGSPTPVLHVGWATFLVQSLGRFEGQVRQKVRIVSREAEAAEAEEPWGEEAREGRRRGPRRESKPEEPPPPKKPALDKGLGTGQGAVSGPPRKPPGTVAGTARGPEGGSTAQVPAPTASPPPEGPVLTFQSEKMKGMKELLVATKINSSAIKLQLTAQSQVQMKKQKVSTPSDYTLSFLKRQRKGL
PKM2 act: qHTS Assay for Activators of Human Muscle isoform 2 Pyruvate Kinase | Pyruvate kinase PKM (Homo sapiens), P14618 | purified PKM2, Kinase-Glo ATP luminescence, activation; response scale: 0% is enzyme alone, no compound | Potency, µM (titrated, usually from 57.5 µM), without a hit: at the highest dose activation, most hits filed as activators | actives 0.34% (n = 260,000) | AID 1631, 2009; further: potency means the concentration at half of the fitted maximal effect; on the % scale 0 is the no-effect control and ±100 the full control effect; nearly all actives have a fitted effect of over 55% in size
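Kinase-Glo luminescence reports ATP generated from ADP (0.1 mM) and PEP (0.5 mM) by purified hPK-M2 after 1 h at room temperature, pH 7.2 imidazole buffer; intermediate enzyme activity allows detecting inhibitors and activators.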
Giardia kill: Small Molecules that selectively kill Giardia lamblia: qHTS; Giardia lamblia trophozoite viability; actives 0.15% (n = 340,000); activity change, % at 7.66 µM, hits read low; in the data active means activity change below about -80%; inconclusive means between about -30% and that limit;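 further: parasites exposed to compound for two days anaerobically before the ATP read; on the % scale 0 is the no-effect control and ±100 the full control effect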
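Trophozoites 100 cells/well + cpd; 48 hrs, 37 deg C, anaerobic. ATPLite 1-Step added, 15-30 min RT, luminescence read (ATP-based viability).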
Gal4-VP16 FLuc: VP16 counterscreen qHTS for inhibitors of ROR gamma transcriptional activity; Potency, µM (highest dose often 53.6 µM), without a hit: top-dose activity, negative = inhibition, usual class: inhibitors; actives 3.5% (n = 310,000); Drosophila S2 Gal4-VP16 UAS-luciferase, luminescence, 20 h;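 further: Gal4-VP16 expression switched on by copper sulfate through the metallothionein promoter; potency means the concentration at half of the fitted maximal effect; on the % scale 0 is the no-effect control and ±100 the full control effect; nearly all actives have a fitted effect of over 50% in size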
NPC1 prom act: qHTS Assay for NPC1 Promoter Activators; actives 2.4% (n = 320,000); Potency, µM (doses to about 9.22 µM), for the others: top-dose activation, usual class: activators; Huh7 NPC1 promoter luciferase reporter, 24 h; AID 485313, 2010;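 further: potency means the concentration at half of the fitted maximal effect; % of control where 0% means no effect; nearly all actives have a fitted effect of over 60% in size; reporter is driven by a mutant NPC1 promoter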
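Stably transfected Huh7 (NPC1 promoter→luciferase), 1500 cells/well in Opti-MEM + 10% FBS, 2 h settle, then compound 24 h at 37 °C. Luminescence after 10 min with Amplite reagent.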
ELG1 genotoxic: qHTS screen for small molecules that induce genotoxicity in human embryonic kidney (HEK293T) cells expressing luciferase-tagged ELG1; Potency, µM (highest dose often 46 µM), without a hit: at the top dose activity change, positive = activation, hits mostly activators; AID 504466, 2011; HEK293T ELG1-luciferase reporter, luminescence, 16 h; actives 1.3% (n = 330,000); further: potency means the concentration at half of the fitted maximal effect; % of control where 0% means no effect; nearly all actives have a fitted effect of over 60% in size
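Genotoxicity was scored as increased ELG1-luciferase reporter signal, measured by ONE-Glo luminescence (30 min, room temperature). Compound or vehicle exposure of the HEK293T reporter cells lasted 16 hr at 37°C.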
An asterisk follows results filed as active; ? = inconclusive; / = not tested or not shown; [ ] = another dose, or the depositor's remark. Unless noted, the call rests on the fitted dose curve; in most records, active means well fitted curve in the direction sought with a large enough effect; inconclusive means small, poorly fitted or top-dose-only effect, or another doubt; inactive means no such curve, though single readings can be large; an effect the other way counts as inactive or inconclusive.

SMILES	BRCA1 expr act	RORgamma inh	p53 reactivation	FLuc counter	Rab9 promoter act	Menin MLL FP TR	PKM2 act	Giardia kill	Gal4-VP16 FLuc	NPC1 prom act	ELG1 genotoxic
Cc1cccc(NS(=O)(=O)c2ccc(C(=O)NCC(c3ccco3)N(C)C)cc2)c1C (configuration not stated)	-24%	1%	7%	4%	-6%	/	0%	1	3%	-4%	-8%
Cc1ccc(CCSCC(=O)O)cn1	0%	-2%	16%	-1%	2%	-7%	2%	-4	10%	-3%	-5%
N#Cc1ccc(N2CCc3ccccc3C2)c([N+](=O)[O-])c1	-58%	39%	-4%	-1%	-2%	11%	2%	17	-2%	-5%	2%
S=c1[nH]ncn1/N=C/c1ccccc1	0%	?	12%	-3%	1%	1%	2%	9	?	-1%	0%
CC1=CC(C)(C)Nc2ccc(OC(=O)c3ccco3)cc21	-84%	2.8µM*	-20%	21µM*	17%	-4%	0%	7	5.6µM*	-3%	23%
Cc1cccc2c(=O)c(Br)c(C)n(Cc3ccccc3)c12	-35%	7%	6%	1%	0%	0%	-4%	0	1%	-4%	-8%
CCC1=NN(C(=O)Cc2ccc([N+](=O)[O-])cc2)C(O)(c2ccncc2)C1 (configuration not stated)	-13%	18µM*	-3%	1%	-3%	4%	1%	-5	3%	1%	2%
Cc1ccc(C2C3C(=O)N(c4ccccc4)C(=O)C3N3CCCN23)cc1 (configuration not stated)	20%	?	6%	-1%	3%	/	-4%	12	-1%	-2%	0%
Cc1cc(C)cc(N(CC(=O)N2CCCCCC2)S(C)(=O)=O)c1	10%	0%	/	4%	1%	-16%	-3%	7	3%	2%	4%
O=C(CCN1C(=O)/C(=C/c2ccc(Cl)cc2)SC1=S)NCCCn1ccnc1	-21%	4%	20%	-5%	-10%	/	/	37[activator]	?	-10%	-5%
CCC(=O)NC(c1cccs1)c1ccc2cccnc2c1O (configuration not stated)	-78%	0.5µM*	6%	0%	-41%[inhibitor]	2%	-4%	5	1.1µM*	-36%[inhibitor]	7%
COc1ccccc1C(=O)N/C(=C\c1cn(S(=O)(=O)N(C)C)c2ccccc12)C(=O)NCCCN1CCOCC1	-12%	?	5%	-3%	-2%	-4%	/	33[activator]	?	-4%	-4%
CCOC(=O)C1CCN(C(=O)c2cccc(C(=O)N3CCC(C(=O)OCC)CC3)c2)CC1	-2%	9%	0%	4%	1%	1%	-3%	0	-6%	-10%	-6%
COc1ccc(S(=O)(=O)N(Cc2cccs2)C2CCCC2)cc1	-48%	16%	1%	3%	0%	11%	-18%	-3	-4%	0%	-7%
CCC(=O)OCC(=O)C1(OC(=O)CC)[C@H](C)C[C@H]2[C@H]3[C@H]([C@@H](O)C[C@@]21C)[C@@]1(C)C=CC(=O)C=C1C[C@H]3Cl (some centres not stated)	2%	/	-2%	-2%	1%	/	/	13	/	-1%	9%
Cc1ccc(CNC(=O)c2c(-c3ccccc3)noc2C)cc1	-35%	-9%	0%	1%	-8%	-7%	/	-22	2%	-6%	-6%
CC(C)CCN1C(=O)CCC1(C)C(=O)NC1CCCCCC1 (configuration not stated)	0%	14%	-5%	8%	3%	-7%	-2%	15	-10%	1%	2%
Cn1nc(C(=O)OCC(=O)Nc2cc(Cl)ccc2C#N)c2ccccc2c1=O	-30%	/	?	7%	-4%	/	/	-5	/	-5%	1%
COc1cccc(-c2cc(CC3(O)CCN(CCCc4ccccc4)CC3)on2)c1	0%	-9%	/	-2%	-8%	1%	2%	10	5%	0%	-2%
CC1=C(C(=O)OC(C)C)C(c2ccc(C)o2)C(C(=O)OC(C)C)=C(C)N1	-13%	28%	-5%	1%	-4%	/	-1%	-21	-25%	-2%	-6%
CCOC(=O)/C(C#N)=C1\C(=O)N(Cc2ccccc2)c2ccccc21	-13%	-4%	-4%	?	-1%	/	?	-3	-7%	-3%	-5%
COc1ccc(CCc2nnc(N)s2)cc1OC	10%	/	/	6%	-1%	1%	-6%	-17	/	1%	6%
Cc1cc(NC(=S)Nc2ccccc2)ccc1Br	2%	10µM*	1%	-1%	-2%	27%	0%	6	?	-5%	-1%
Cc1cccc(NC(=S)NCc2ccc3c(c2)cc(C)n3C)c1C	-33%	2%	1%	-6%	1%	1%	-5%	-13	-17%	3%	-5%
O=S(=O)(Nc1cc(S(=O)(=O)N2CCOCC2)ccc1NCC1CCCO1)c1ccccc1 (configuration not stated)	-1%	/	-7%	4%	-2%	/	/	5	/	1%	0%
Cc1cc(C(=O)NCc2ccc(S(N)(=O)=O)cc2)c(C)o1	0%	8%	/	2%	/	-13%	0%	-10	-7%	/	/
O=C(COC(=O)C1CCCCC1)Nc1cccc(Br)c1	4%	/	-4%	/	0%	/	/	-7	/	-1%	3%
O=C(Nc1ccc(OCc2ccccc2)cc1)c1ccccc1	76%	18%	9%	1%	?	-28%	-14%	11	19%	?	16%
Cc1nc(SCC(=O)c2ccc(F)c(F)c2)[nH]c(=O)c1Oc1ccc(Cl)cc1	5%	42%	-1%	0%	-2%	/	-6%	-8	-12%	-3%	-3%
COc1cc(/C=C2/C(C)=C(C#N)c3nc(N)c(C#N)c(C)c32)ccc1OCC(=O)O	-8%	4%	3%	-11%	-6%	?	21%	-10	-7%	-6%	-8%
COc1ccc(-c2nc3nc(N)nn3cc2C)cc1F	-12%	8%	1%	-1%	-6%	11%	2%	-2	-13%	-1%	6%
CCNC(=O)CSc1nc2cc(S(=O)(=O)Nc3ccc(OC)cc3)ccc2o1	-16%	?	-2%	4%	-1%	/	1%	-30	14%	3%	5%
CC(CC(=O)N1CCc2ccccc21)n1cccn1 (configuration not stated)	32%	10%	?	?	29%	1%	/	-18	-29%	15%	6%
O=S(=O)(NCCCCCCNS(=O)(=O)c1c(F)cccc1F)c1ccc2c(c1)OCCO2	0%	/	-14%	4%	1%	/	/	-10	/	1%	-3%
CCCCC(=O)Nc1sc2c(c1C(N)=O)CCC2	?	?	?	21µM*	?	45%[activator]	12%	-5	20%	21%	?
COc1ccccc1N1CCN(CCCCN2C(=O)c3ccccc3C2=O)CC1	18%	-1%	/	/	1%[46.1 µM]	-24%	/	-1	5%	19%[46.1 µM]	/
O=C(NCc1ccco1)c1cccc2ccccc12	22%	-10%	-7%	0%	-11%	3%	-6%	?	-2%	-3%	5%
O=C(/C=C/c1ccc([N+](=O)[O-])cc1)NCCSCc1ccco1	-1%	39%	2%	?	-7%	7%	9%	-1	?	0%	0%
CCc1cc(C(=O)N2CCCC(Nc3ccc(F)c(F)c3)C2)n(C)n1 (configuration not stated)	-5%	?	-13%	3%	1%	6%	-3%	-11	-1%	2%	-3%
COC(=O)N/N=C\c1ccc(OC/C=C/c2ccccc2)c(OC)c1	-12%	17%	1%	-2%	1%	/	15%	-14	-10%	-1%	2%
CCc1ccc(C(=O)OCC(=O)N(CCOC)c2c(N)n(Cc3ccccc3)c(=O)[nH]c2=O)cc1	2%	/	-9%	3%	2%	/	/	-1	/	2%	7%
CN(C)c1ccc(/C=C/C(=O)c2ccc(O)cc2)cc1[N+](=O)[O-]	-1%	1.4µM*	?	12µM*	21%	/	8%	?	5µM*	17%	?
CCC(=O)N(CC(=O)Nc1sc(C)c(C)c1C(N)=O)C1CCCC1	-22%	6%	-2%	0%	-1%	-3%	2%	5	2%[10 µM]	-2%	-5%
CCOc1ccc(S(=O)(=O)NCCC(=O)NCC(c2ccccc2OC)N2CCCC2)cc1 (configuration not stated)	-18%	-3%	20%	6%	-1%	/	/	-9	-6%	4%	3%
Cn1c(SCc2ccc(Br)cc2)nnc1-c1cccs1	49%	29%	6%	-17%	12%	?	2%	-20	21%	1%	?
N#Cc1c(NC(=O)c2cc(-n3cnnc3)ccc2Cl)sc2c1CCCC2	-33%	?	2%	?	-7%	30%[activator]	15%	-2	11%	2%	-5%
CS(=O)(=O)N1CCN(C(=S)NCc2ccc(Cl)cc2)CC1	-3%	1%	-3%	0%	3%	?	-2%	-9	-14%	-4%	-1%
Cc1cccn2cc(-c3cccc(NC(=O)c4cccs4)c3)nc12	74%	-24%	5%	4.8µM*	24%	16%	-2%	2	-7%	13%	5%

The list is partial; rates above refer to the full screens.
